MT1-MMP act inh = inhibitors of human MT1-MMP activation. HT1080 RFP-PRO-GFP cells, GFP/RFP ratio fluorescence, overnight; percent of plate control window, DMSO zero. GFP/RFP ratio change, % at 20 µM. 360,000 compounds, 0.061% hits;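 active = GFP/RFP ratio change of at least 30% with cell ATP level not reduced by more than half and red fluorescence within 50% of control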; also: strong numbers were not always called active
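Material – HT1080 RFP-PRO-GFP cells · Control set – DMSO wells and RFP-L50D-GFP cells · Incubation – overnight cell settling, then overnight compound exposure, 37 °C, 5% CO2 · Compound dosing – single-point 20 µM compound, 1% DMSO · Read-out – GFP/RFP fluorescence ratio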
Rpn11 block = Rpn11 (human) deubiquitinase inhibition | human 26S proteasome, Ub4-pepOG fluorescence polarization; 20S core pre-blocked with epoxomicin | calls only at 20 µM | 360,000 compounds, 0.59% hits;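 active = inhibition at 20 µM, scaled to each plate's controls, above about 33%, limit read from the data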
Target sequence (O00487 whole entry, looked up): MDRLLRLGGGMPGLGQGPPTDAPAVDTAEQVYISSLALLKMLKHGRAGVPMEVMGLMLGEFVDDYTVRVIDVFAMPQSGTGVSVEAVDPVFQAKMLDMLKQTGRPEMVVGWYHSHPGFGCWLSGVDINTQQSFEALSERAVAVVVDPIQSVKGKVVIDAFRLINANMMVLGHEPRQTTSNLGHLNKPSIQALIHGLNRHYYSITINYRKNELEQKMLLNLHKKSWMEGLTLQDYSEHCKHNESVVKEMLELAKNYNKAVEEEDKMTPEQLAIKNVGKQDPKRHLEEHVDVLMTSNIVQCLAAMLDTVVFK
Rin1 Abl inh = inhibitors of human Rin1-Abl protein interaction; inhibition, % at 7.35 µM; AID 588664; TR-FRET Rin1/Abl binding, biochemical; P00519+Q13671; 360,000 compounds, 0.4% hits; in the data active = inhibition above about 5%, passing the limit was not always enough
eLon inh = inhibitors of E. coli Lon protease | purified E. coli Lon protease, fluorescence polarization | inhibition, % at 7.94 µM | 360,000 compounds, 0.42% hits; in the data active = inhibition above about 13%, passing the limit was not always enough;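 also: 0% = enzyme with probe and DMSO and 100% = no enzyme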
bovine MsrA act = bovine methionine sulfoxide reductase A activation. 360,000 compounds, 0.3% hits. activation, % at 10.6 µM. purified bovine MsrA, absorbance read-out; in the data active = activation above about 7.5%;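 also: 0% = vehicle and 100% = reference activator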
CSN inh = blocks human CSN-mediated cullin deneddylation. Q92905. Purified CSN, SCF-Nedd8-OG deneddylation, fluorescence polarization. inhibition, % at 12.5 µM. 360,000 compounds, 0.38% hits. AID 651999;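 active = pattern-corrected inhibition above about 35%, with an unprinted fluorescence ratio check between 0.5 and 1.5, limit read from the data, passing the limit was not always enough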;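 also: 0% = enzyme with substrate and 100% = substrate without enzyme; some results filed as inactive read as strong as hits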
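Assay system: purified human Csn5 enzyme expressed in HEK293T cells; measure: % inhibition; also added: SCFSkp2-Nedd8OG substrate at 10 nM final; technique: fluorescence polarization; times: reaction 90 min, room temperature; medium: Tris buffer pH 7.5, NaCl, DTT, Tween-20, trehalose, ovalbumin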
PABP1 MLLE inh = inhibitors of microRNA-mediated deadenylation, human PABP1 MLLE binding | AID 588489 | inhibition, % at 20 µM | GST-MLLE / FITC-PAM2 fluorescence polarization | 360,000 compounds, 0.36% hits | P11940; in the data active = inhibition above about 35%, passing the limit was not always enough;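 also: plate controls were DMSO wells with GST-MLLE for no effect and wells lacking GST-MLLE protein for full effect; some results filed as inactive read as strong as hits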
Target sequence (P11940 whole entry, looked up): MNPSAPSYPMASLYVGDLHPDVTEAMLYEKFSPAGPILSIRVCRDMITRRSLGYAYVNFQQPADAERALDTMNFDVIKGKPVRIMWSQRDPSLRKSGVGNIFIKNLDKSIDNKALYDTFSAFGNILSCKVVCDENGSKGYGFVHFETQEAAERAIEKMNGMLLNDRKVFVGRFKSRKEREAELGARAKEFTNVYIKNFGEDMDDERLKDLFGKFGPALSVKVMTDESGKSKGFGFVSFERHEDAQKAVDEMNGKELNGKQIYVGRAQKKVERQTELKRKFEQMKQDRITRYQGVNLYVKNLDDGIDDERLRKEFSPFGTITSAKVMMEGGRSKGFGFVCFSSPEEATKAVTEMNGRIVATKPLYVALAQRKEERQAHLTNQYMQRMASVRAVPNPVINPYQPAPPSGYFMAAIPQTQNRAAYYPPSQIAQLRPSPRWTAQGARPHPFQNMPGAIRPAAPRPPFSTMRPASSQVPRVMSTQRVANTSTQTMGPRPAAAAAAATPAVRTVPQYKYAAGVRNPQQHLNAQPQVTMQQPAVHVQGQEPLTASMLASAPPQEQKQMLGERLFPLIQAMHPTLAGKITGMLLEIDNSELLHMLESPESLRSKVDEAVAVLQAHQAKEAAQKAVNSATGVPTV
MsrA inh = bovine MsrA inhibition; purified bovine MsrA, absorbance read-out; inhibition, % at 15.5 µM; 360,000 compounds, 0.75% hits; in the data active = inhibition above about 4.5%;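 also: 0% = vehicle wells with enzyme and 100% = reference inhibitor wells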
FAS-TE inh = blocks the thioesterase domain of human fatty acid synthase; P49327; AID 602261; recombinant FAS-TE, OMFH fluorogenic substrate, fluorescence endpoint; inhibition, % at 15 µM; 360,000 compounds, 0.67% hits;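 active = compounds whose normalised, plate-corrected inhibition of enzyme fluorescence in the single-dose primary screen is 50% or more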;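 also: 0% = DMSO with enzyme and 100% = substrate without enzyme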
Numbers without * were called inactive.

Results for Fc1cccc(Nc2ncnc3[nH]ncc23)c1 ?
MT1-MMP act inh: -8.3; Rpn11 block: inactive; Rin1 Abl inh: -7.4; eLon inh: -3.3; bovine MsrA act: -2.4; CSN inh: 3.8; PABP1 MLLE inh: -0.1; MsrA inh: 0.8; FAS-TE inh: -7.1

Results for C=CCCCCCCCCc1nc(SCC(C)=O)n[nH]1 ?
MT1-MMP act inh: 0.3; Rpn11 block: inactive; Rin1 Abl inh: 2.6; eLon inh: 8.8; bovine MsrA act: -2.7; CSN inh: 0.9; PABP1 MLLE inh: -45.4; MsrA inh: 0.3; FAS-TE inh: -4.3

Results for C[C@@H]1CCCCO[C@@H](CN(C)S(=O)(=O)c2ccc(F)cc2)[C@@H](C)CN([C@H](C)CO)C(=O)c2cc(N(C)C)ccc2O1 ?
MT1-MMP act inh: -4.5; Rpn11 block: inactive; Rin1 Abl inh: 0.2; eLon inh: -7.5; bovine MsrA act: 0.3; CSN inh: -0.9; PABP1 MLLE inh: -6.1; MsrA inh: 0.3; FAS-TE inh: -4.1

Results for COc1ccc(Cl)cc1NC(=O)CN(C)C(=O)C1CC1 ?
MT1-MMP act inh: 2.1; Rpn11 block: inactive; Rin1 Abl inh: 1.3; eLon inh: -7.6; bovine MsrA act: -6.6; CSN inh: -0.8; PABP1 MLLE inh: -1.7; MsrA inh: 0.4; FAS-TE inh: -7.8

How did COc1cc(CCC(=O)NCc2ccc(F)cc2)cc(OC)c1OC do in these assays?
MT1-MMP act inh: -3.5; Rpn11 block: inactive; Rin1 Abl inh: 2.9; eLon inh: -1.8; bovine MsrA act: -2.3; CSN inh: -0.6; PABP1 MLLE inh: -19.8; MsrA inh: -0.4; FAS-TE inh: -8.8

What do the screens show for `Cc1cccc(C)c1C(O)c1ncc(-c2ccccc2C(F)(F)F)[nH]1` (stereo not given)?
MT1-MMP act inh: 2.4; Rpn11 block: inactive; Rin1 Abl inh: -0.1; eLon inh: -10.2; bovine MsrA act: 0.4; CSN inh: -3.4; PABP1 MLLE inh: 7.0; MsrA inh: -0.8; FAS-TE inh: -5.4

How did Cc1ccc(S(=O)(=O)NCC(=O)N(CC(=O)NCc2ccco2)Cc2ccco2)cc1 do in these assays?
MT1-MMP act inh: -0.2; Rpn11 block: inactive; Rin1 Abl inh: 4.0; eLon inh: -12.1; bovine MsrA act: -1.7; CSN inh: -2.6; PABP1 MLLE inh: -9.7; MsrA inh: -1.1; FAS-TE inh: -1.5

What do the screens show for `Nc1nc(SCC(=O)N2CCc3ccccc3C2)[nH]c(=O)c1-c1ccccc1`?
MT1-MMP act inh: -11.2; Rpn11 block: inactive; Rin1 Abl inh: 2.0; eLon inh: -1.4; bovine MsrA act: 4.6; CSN inh: 5.8; PABP1 MLLE inh: 19.5; MsrA inh: 3.0; FAS-TE inh: -8.8

Results for C=CCN1C(=O)C2C(C(=O)NCc3ccccc3)C3C=CC2(O3)C1C(=O)NC(C)(C)C (stereo not given) ?
MT1-MMP act inh: 9.7; Rpn11 block: inactive; Rin1 Abl inh: -0.6; eLon inh: 3.4; bovine MsrA act: -3.8; CSN inh: 1.8; PABP1 MLLE inh: -5.5; MsrA inh: 0.0; FAS-TE inh: -4.0

What do the screens show for `CCc1ccc(-c2cc(C(=O)N/N=C/c3c[nH]c4ccccc34)[nH]n2)cc1`?
MT1-MMP act inh: -8.1; Rpn11 block: inactive; Rin1 Abl inh: -3.0; eLon inh: -7.8; bovine MsrA act: -7.4; CSN inh: -0.9; PABP1 MLLE inh: 4.1; MsrA inh: 2.4; FAS-TE inh: 31.2

How did CCOC(=O)C1CCCN(C(=O)CCc2nc3sc4c(c3c(=O)[nH]2)CCCC4)C1 (stereo not given) do in these assays?
MT1-MMP act inh: -3.1; Rpn11 block: inactive; Rin1 Abl inh: 0.6; eLon inh: -2.7; bovine MsrA act: -1.2; CSN inh: -4.0; PABP1 MLLE inh: 12.0; MsrA inh: 1.1; FAS-TE inh: -2.3

Results for CCN(CC)CC1C(=O)N(c2ccc(OC)cc2)C1c1ccccc1 (stereo not given) ?
MT1-MMP act inh: -0.9; Rpn11 block: inactive; Rin1 Abl inh: 2.5; eLon inh: -4.1; bovine MsrA act: 0.3; CSN inh: 5.0; PABP1 MLLE inh: 1.2; MsrA inh: -0.6; FAS-TE inh: -1.3

What do the screens show for `O=C(c1ccc(Cl)cc1)c1ccc(Oc2cc(NN3CCCCC3)c([N+](=O)[O-])cc2[N+](=O)[O-])cc1`?
MT1-MMP act inh: 8.5; Rpn11 block: inactive; Rin1 Abl inh: 1.0; eLon inh: -5.8; bovine MsrA act: -1.6; CSN inh: -4.5; PABP1 MLLE inh: -3.4; MsrA inh: 0.5; FAS-TE inh: 26.6

Results for COc1ccc(/C=C(\C#N)C(=O)NCc2ccccc2)cc1O ?
MT1-MMP act inh: 0.9; Rpn11 block: inactive; Rin1 Abl inh: 2.7; eLon inh: -7.8; bovine MsrA act: -2.8; CSN inh: -0.6; PABP1 MLLE inh: -4.5; MsrA inh: 2.5; FAS-TE inh: -4.3

How did Fc1ccccc1OCCCCN1CCCCC1 do in these assays?
MT1-MMP act inh: 0.6; Rpn11 block: inactive; Rin1 Abl inh: -0.7; eLon inh: -8.5; bovine MsrA act: -3.6; CSN inh: -1.8; PABP1 MLLE inh: -2.6; MsrA inh: -0.6; FAS-TE inh: -6.2

Three compounds from above, ordered by number of heavy atoms, lowest first:
Results for COc1ccc(/C=C(\C#N)C(=O)NCc2ccccc2)cc1O ?
MT1-MMP act inh: 0.9; Rpn11 block: inactive; Rin1 Abl inh: 2.7; eLon inh: -7.8; bovine MsrA act: -2.8; CSN inh: -0.6; PABP1 MLLE inh: -4.5; MsrA inh: 2.5; FAS-TE inh: -4.3

Results for CCN(CC)CC1C(=O)N(c2ccc(OC)cc2)C1c1ccccc1 (stereo not given) ?
MT1-MMP act inh: -0.9; Rpn11 block: inactive; Rin1 Abl inh: 2.5; eLon inh: -4.1; bovine MsrA act: 0.3; CSN inh: 5.0; PABP1 MLLE inh: 1.2; MsrA inh: -0.6; FAS-TE inh: -1.3

How did CCOC(=O)C1CCCN(C(=O)CCc2nc3sc4c(c3c(=O)[nH]2)CCCC4)C1 (stereo not given) do in these assays?
MT1-MMP act inh: -3.1; Rpn11 block: inactive; Rin1 Abl inh: 0.6; eLon inh: -2.7; bovine MsrA act: -1.2; CSN inh: -4.0; PABP1 MLLE inh: 12.0; MsrA inh: 1.1; FAS-TE inh: -2.3

(more compounds)
What do the screens show for `O=C(Nc1ccc(Br)cc1)c1cccc(S(=O)(=O)Nc2ccccn2)c1`?
MT1-MMP act inh: 1.5; Rpn11 block: inactive; Rin1 Abl inh: -1.6; eLon inh: -3.7; bovine MsrA act: -2.8; CSN inh: -4.8; PABP1 MLLE inh: -8.4; MsrA inh: -1.2; FAS-TE inh: 0.6

What do the screens show for `Cc1cc(NC(=O)c2ccc3c(c2)OCCO3)no1`?
MT1-MMP act inh: -3.5; Rpn11 block: inactive; Rin1 Abl inh: 0.4; eLon inh: -7.9; bovine MsrA act: -5.0; CSN inh: -2.4; PABP1 MLLE inh: 9.2; FAS-TE inh: -7.7

What do the screens show for `CCn1c(COc2ccccc2)nnc1SCc1ccc(C#N)cc1`?
MT1-MMP act inh: 2.6; Rpn11 block: inactive; Rin1 Abl inh: -1.9; eLon inh: -9.5; bovine MsrA act: -12.3; CSN inh: 0.8; PABP1 MLLE inh: -44.9; MsrA inh: 1.2; FAS-TE inh: 3.7

Results for O=C(COc1ccc(S(=O)(=O)NC2CCCCC2)cc1)N1CCN(c2cccc(Cl)c2)CC1 ?
MT1-MMP act inh: 0.2; Rpn11 block: inactive; Rin1 Abl inh: -0.2; eLon inh: -2.0; bovine MsrA act: 0.0; CSN inh: 3.8; PABP1 MLLE inh: 2.9; MsrA inh: 1.3; FAS-TE inh: 18.6

How did CC(=O)Nc1cccc(/C(C)=N/NS(=O)(=O)c2ccccc2)c1 do in these assays?
MT1-MMP act inh: 7.0; Rpn11 block: inactive; Rin1 Abl inh: 0.2; eLon inh: -5.6; bovine MsrA act: -2.0; CSN inh: -9.3; PABP1 MLLE inh: -3.0; MsrA inh: 1.0; FAS-TE inh: -7.4

What do the screens show for `O=C(CCl)Nc1cccc(S(=O)(=O)NC2=NCCCCC2)c1`?
MT1-MMP act inh: 5.9; Rpn11 block: inactive; Rin1 Abl inh: 1.7; eLon inh: -1.9; bovine MsrA act: -14.0; CSN inh: -1.2; PABP1 MLLE inh: 9.4; MsrA inh: -0.6; FAS-TE inh: -2.7

How did Cc1cc(C)n(CC(=O)N2CCCC(N3CCN(Cc4ccc5c(c4)OCO5)CC3)C2)n1 (stereo not given) do in these assays?
MT1-MMP act inh: -0.4; Rpn11 block: inactive; Rin1 Abl inh: -2.4; eLon inh: 11.8; bovine MsrA act: -4.3; CSN inh: 3.7; PABP1 MLLE inh: -1.3; MsrA inh: -1.3; FAS-TE inh: -4.7

Results for COc1cccc(C(C)NC(=O)Nc2ccccc2Cl)c1 (stereo not given) ?
MT1-MMP act inh: -1.7; Rpn11 block: inactive; Rin1 Abl inh: -1.4; eLon inh: -6.3; bovine MsrA act: -3.6; CSN inh: 5.3; PABP1 MLLE inh: 4.7; MsrA inh: 0.5; FAS-TE inh: 3.1

Results for CC(=O)n1cc(/C=N/NC(=O)c2ccccc2O)c2ccccc21 ?
MT1-MMP act inh: 0.0; Rpn11 block: inactive; Rin1 Abl inh: 1.6; eLon inh: -4.0; bovine MsrA act: -1.0; CSN inh: -0.9; PABP1 MLLE inh: -7.6; MsrA inh: 3.1; FAS-TE inh: 0.7

Results for COc1ccc(OCC(O)CN2CCc3ccccc3C2)cc1 (stereo not given) ?
MT1-MMP act inh: -0.3; Rpn11 block: inactive; Rin1 Abl inh: 2.6; eLon inh: -8.5; bovine MsrA act: -2.8; CSN inh: -2.4; PABP1 MLLE inh: 8.6; MsrA inh: -0.3; FAS-TE inh: -5.2

How did CC1(C)CC(=O)C2=C(C1)N(CC1CCCO1)C(=O)NC2(C(F)(F)F)C(F)(F)F (stereo not given) do in these assays?
MT1-MMP act inh: 5.7; Rpn11 block: inactive; Rin1 Abl inh: -0.1; eLon inh: -6.4; bovine MsrA act: 11.0*; CSN inh: -1.5; PABP1 MLLE inh: 0.7; MsrA inh: 0.0; FAS-TE inh: -4.9

Results for N#Cc1cn(CC(=O)N2CCCc3ccccc32)c2ccccc12 ?
MT1-MMP act inh: -2.5; Rpn11 block: inactive; Rin1 Abl inh: -2.0; eLon inh: -5.0; bovine MsrA act: 8.1*; CSN inh: -2.8; PABP1 MLLE inh: -12.3; MsrA inh: 0.6; FAS-TE inh: 7.7

Results for CCOP(=O)(c1ccccc1)c1nc(-c2ccc(F)cc2)oc1N1CCCCC1 (stereo not given) ?
MT1-MMP act inh: 6.6; Rpn11 block: active; Rin1 Abl inh: -1.0; eLon inh: -2.1; bovine MsrA act: -2.1; CSN inh: 3.9; PABP1 MLLE inh: -8.5; MsrA inh: 0.9; FAS-TE inh: 8.3

Results for Cc1ccc(C)n1-c1ccc(N2CCOCC2)c(Br)c1 ?
MT1-MMP act inh: -2.2; Rpn11 block: inactive; Rin1 Abl inh: -5.7; eLon inh: -11.6; bovine MsrA act: -2.0; CSN inh: 0.9; PABP1 MLLE inh: -19.8; MsrA inh: 0.5; FAS-TE inh: -1.7

Screens deposited in PubChem by several laboratories.
